# Screens (PubChem BioAssay)
# USP1 inh = blocks the human USP1/UAF1 deubiquitinase complex. recombinant USP1/UAF1, Ub-Rhodamine cleavage fluorescence. 0.23% of 390,000 active. Potency, µM (top dose mostly 57.1 µM), inactives show at the top dose activity change, negative = inhibition, actives largely listed as inhibitors. O94782; also: potency is read from the fitted curve at half-maximal effect; % is scaled to controls: 0 for no effect and ±100 for the full control effect; nearly all actives have a fitted effect of over 60% in size; inactives centre near -12
#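 In this screen, compounds sit with the deubiquitinase complex (1nM) for 15 min at room temperature before Ub-Rho is added at 150nM final. Fluorescence rise is then followed for 6 reads every 60 seconds.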
# D2 antagonist = antagonists of human D2 dopamine receptor | HEK293 TREx D2 cells, calcium flux, dopamine EC80 | inhibition, % at 10 µM | 2% of 340,000 active; in the data active = inhibition above about 30%; also: 0% is about no effect
# Target sequence (P14416 whole entry, looked up): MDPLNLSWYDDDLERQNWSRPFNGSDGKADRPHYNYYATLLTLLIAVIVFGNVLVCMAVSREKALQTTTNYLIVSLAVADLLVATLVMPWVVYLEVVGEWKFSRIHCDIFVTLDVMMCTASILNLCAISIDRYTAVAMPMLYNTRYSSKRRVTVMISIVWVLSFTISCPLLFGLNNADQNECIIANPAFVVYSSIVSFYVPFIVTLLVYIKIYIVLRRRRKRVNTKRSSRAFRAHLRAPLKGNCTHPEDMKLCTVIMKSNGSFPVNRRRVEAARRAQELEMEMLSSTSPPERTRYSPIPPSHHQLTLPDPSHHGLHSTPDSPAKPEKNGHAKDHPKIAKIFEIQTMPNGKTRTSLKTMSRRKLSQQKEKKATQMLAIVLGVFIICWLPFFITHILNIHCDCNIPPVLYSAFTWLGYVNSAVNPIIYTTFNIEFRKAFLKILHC
#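 HEK293 T-REx D2 cells, tet-induced, calcium dye no-wash. Cpd pintool add, 180 s kinetic, then EC80 DA, 180 s kinetic. Ca flux read.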
# TrxR1 inh = blocks rat thioredoxin reductase 1 | 1% of 390,000 active | Potency, µM (series often up to 114 µM), for inactives: at the top dose activity change, negative = inhibition, actives largely listed as inhibitors | recombinant rTrxR1, NADPH fluorescence consumption, selenite substrate | O89049; also: potency is read from the fitted curve at half-maximal effect; % is scaled to controls: 0 for no effect and ±100 for the full control effect; nearly all actives have a fitted effect of over 65% in size
#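 Rat TrxR1 (90 nM in the dispensed reagent) was pre-reduced with 400 uM NADPH for 5 min at room temperature, then incubated with compound for 15 min. After 400 uM selenite was added, NADPH fluorescence (Ex 340/Em 450 nm) was followed for 8 min.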
# D2 agonist = activates the human D2 dopamine receptor; HEK293 T-REx D2 cells, calcium flux agonist mode; 0.53% of 340,000 active; activation, % at 2 µM;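 active = activation over 3 SD above normal in the single-dose calcium agonist read, cut at about 30% in these data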; also: 0% is about no effect
#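 HEK293 Trex D2 cells, tetracycline-induced, o/n 30 C 5% CO2; no-wash Ca dye, RT 30–90 min; 10-cycle baseline, 23 nl cpd added, kinetic Ca read 180 s; agonist hits = positive Ca response.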
# TRHR ag = activates the human TRH receptor; TRHR cells, calcium flux fluo-8, FDSS agonist mode; activation, % at 2 µM; P34981; AID 493084; 0.18% of 360,000 active; in the data active = activation above about 30%; also: 0% is about no effect
#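 Fluo-8-loaded TRHR cells; 10 s baseline, compound added, kinetic Ca2+ fluorescence read 1/s, agonist mode.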
# TRHR enhancer = allosterically enhances the human TRH receptor; P34981; TRHR cells, fluo-8 calcium fluorescence, EC20 TRH enhancement; enhancement, % at 2 µM; 0.66% of 360,000 active; AID 493056; in the data active = enhancement above about 30%; also: 0% is about no effect
#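 TRHR-expressing cells loaded with fluo-8 calcium dye were read kinetically (ex 480/em 530) during compound addition, then stimulated with an EC20 of TRH (10 nM final). Enhancement of the Gq-mediated intracellular calcium response was scored.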
# IDH1 R132H inh = human IDH1 R132H inhibition. AID 602179. 0.093% of 390,000 active. Potency, µM (doses to about 76.6 µM), inactives show at the top dose activity change, negative = inhibition, most hits filed as inhibitors. IDH1-R132H enzyme, NADPH consumption, diaphorase/resazurin fluorescence. O75874; also: potency is read from the fitted curve at half-maximal effect; % is scaled to controls: 0 for no effect and ±100 for the full control effect; nearly all actives have a fitted effect of over 65% in size
#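 IDH1-R132H (0.5 ug/mL) preincubated 30 min with compound, then NADPH (0.016 mM) and alpha-KG (2 mM) added; 80 min at RT, pH 7.5. Remaining NADPH coupled via diaphorase/resazurin to fluorescence (540/590 nm); concentration-response curves normalized to no-enzyme control.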
# PI4K2A block = blocks human PI4K2A kinase activity. Q9BTU6. purified PI4K2A, ADP-Glo luminescence, 1 h; stronger effect = lower value. activity change, negative = inhibition, % at 76.9 µM. 0.13% of 420,000 active; in the data active = activity change below about -50%; inconclusive = mostly about -30% to -49%;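 also: -100% = wells without enzyme as full effect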
# Target sequence (Q9BTU6 whole entry, looked up): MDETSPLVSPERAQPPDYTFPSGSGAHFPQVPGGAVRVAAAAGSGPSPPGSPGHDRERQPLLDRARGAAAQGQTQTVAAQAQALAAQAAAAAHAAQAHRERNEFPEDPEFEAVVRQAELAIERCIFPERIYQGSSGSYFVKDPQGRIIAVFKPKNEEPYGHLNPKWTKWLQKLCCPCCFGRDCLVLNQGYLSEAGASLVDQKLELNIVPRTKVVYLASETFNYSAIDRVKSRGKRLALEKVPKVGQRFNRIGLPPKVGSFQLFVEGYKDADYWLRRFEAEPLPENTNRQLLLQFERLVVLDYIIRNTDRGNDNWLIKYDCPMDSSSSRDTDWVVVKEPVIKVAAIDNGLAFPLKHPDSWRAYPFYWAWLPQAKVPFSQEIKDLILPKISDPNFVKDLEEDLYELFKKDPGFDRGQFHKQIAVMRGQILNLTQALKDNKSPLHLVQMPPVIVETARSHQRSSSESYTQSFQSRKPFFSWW
#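 PI4K2A activity was measured by ADP-Glo luminescence: enzyme (4 ug/mL stock) and phosphatidylinositol (1.2 mM stock) in Tris pH 7.5/MgCl2/EGTA/Triton X-100 buffer were reacted with ATP (300 microM stock) for one hour at ambient temperature.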
# TrxR1 substrate = substrates of rat thioredoxin reductase 1; purified TrxR1 substrate turnover, NADPH consumption readout; AID 588456; O89049; Potency, µM (highest dose often 114 µM), without a hit: at the top dose activity change, negative = substrate turnover; 0.01% of 390,000 active; also: potency is read from the fitted curve at half-maximal effect; % is scaled to controls: 0 for no effect and ±100 for the full control effect; nearly all actives have a fitted effect of over 50% in size
#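 Rat TrxR1, dispensed at 90 nM, was prereduced with 400 uM NADPH (final) for 5 min at ~22 deg C, then incubated with compound 15 min before 400 uM selenite. A first-read NADPH fluorescence drop versus no-compound background flagged substrates.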
# The depositor's hits bear a star; ? = inconclusive; . = not tested or not shown; [ ] = dose if it differs, or a comment. Unless noted, calls follow the shape of the dose curve; as a rule, active = well fitted inhibition curve with a large enough effect; inconclusive = small, poorly fitted or top-dose-only effect; inactive = no such curve, though single readings can be large or run the other way.
SMILES,USP1 inh,D2 antagonist,TrxR1 inh,D2 agonist,TRHR ag,TRHR enhancer,IDH1 R132H inh,PI4K2A block,TrxR1 substrate
COc1ccc(-c2cc(=O)[nH]c3ccccc23)cc1,-7%,-14,8%,-0.5,5.5,5,-7%,-5,7%
C=CCn1nc(-c2ccccc2)c(N2CCCCC2)cc1=O,-23%,-3,3%,1.3,-0.1,15,0%,3,0%
CCN(CC)S(=O)(=O)c1ccc(N2CC(C(=O)N3Cc4ccccc4CC3C(N)=O)CC2=O)cc1 (stereo not given),?,.,18%,.,.,.,0%,-5,3%
N#C/C(=C/C1=C(N2CCOCC2)C(=C/c2ccc(Cl)cc2)/CC1)C(=O)Nc1ccccc1F,-10%,.,24%[11.4 µM],.,.,.,4%,1,15%[11.4 µM]
COc1cc([N+](=O)[O-])ccc1NC(=O)CN1CCN(C(=O)c2ccco2)CC1,-3%,-1,10%[57.1 µM],6.0,0.2,-9,3%,-10,3%[57.1 µM]
O=C(NCc1ccccc1)C(c1ccc(F)cc1)N(Cc1ccc2c(c1)OCO2)C(=O)Cn1nnc(-c2cccs2)n1 (stereo not given),-18%,-19,-3%,1.2,1.3,-4,6%,4,-2%
O=C(O)CC1S/C(=N/N=C/c2ccc(-c3ccccc3[N+](=O)[O-])o2)NC1=O (stereo not given),-25%,14,?,-0.3,0.7,2,-4%,-6,?
COc1cc(OC)cc(-c2c(C#Cc3ccsc3)c3cc(-c4ccc(OC)nc4)ccc3n2C)c1,9%,11,27%,-0.9,1.2,0,1%,-2,26%
O=C(CSc1nncn1-c1ccccc1)NCc1cccs1,1%,-10,-46%[57.1 µM],0.5,-0.3,8,-2%,3,-6%[11.4 µM]
COc1ccc(NS(=O)(=O)c2ccc(O)c(NC(=O)c3ccc(S(=O)(=O)N4CCCCCC4)cc3)c2)cc1,-16%,-35,-3%,0.0,-1.2,2,-10%,-2,-5%
Cc1ccc2ccccc2c1CSc1nc(N)nc2c1ncn2CC(C)C,-5%,.,7%[11.4 µM],.,.,.,1%,2,10%[57.1 µM]
CC1CN(c2ccc(Oc3ccccc3)cc2)c2nc3c(c(=O)[nH]c(=O)n3C)n2C1 (stereo not given),-8%,-6,17%[57.1 µM],0.4,-0.1,5,1%,-1,13%[57.1 µM]
Cc1ccc(Sc2ncccc2COC(=O)NC(C)C)cc1,-24%,-11,34%[activator][57.1 µM],1.0,-0.5,-12,9%,-2,11%[57.1 µM]
O=C(c1cc2cc(Br)cc(Br)c2oc1=O)N1CCCC1,-14%,-6,8%,-0.6,0.6,-5,-4%,-3,4%
COc1ccc(OC)c(CN2CCN(C(=O)c3ccc(F)cc3)CC2)c1,-16%,41*,-7%,0.6,0.0,2,-9%,13,-6%
COc1ccccc1Cn1c(=O)c2ccccc2n2c(SCC(=O)N3CCCCC3)nnc12,-26%,-15,14%,-0.2,-0.4,-6,-1%,-3,21%
CC(C)n1cnc2cc(NCc3ccccc3O)ccc21,-15%,1,8%,3.5,1.0,4,0%,1,20%[0.0914 µM]
O=C(C1CC1)N(CCc1ccccc1)Cc1nc2ccccc2c(=O)[nH]1,-16%,-15,21%[57.1 µM],-1.0,0.1,-2,3%,2,13%[57.1 µM]
CCOP(=O)(OCC)C(NC(=O)c1cccs1)c1ccccc1 (stereo not given),-18%,10,-5%,0.1,0.6,-6,9%,-2,-1%
C/C(=N\Nc1cc(C)nc(-c2ccccc2O)n1)c1ccccc1,-25%,12,20%,-1.7,0.0,19,-4%,-1,8%
O=S(=O)(Nc1ccccc1N1CCOCC1)c1ccccc1C(F)(F)F,-23%,.,26%,.,.,.,2%,1,-1%
O=C1[C@H]2[C@@H](C3CC3)N3C(=O)CN(Cc4ccccn4)C(=O)[C@@]3(Cc3ccccc3)[C@H]2C(=O)N1c1ccccc1,17%,-9,0%,1.0,0.3,5,-3%,2,-5%
COc1ccc(NC(=O)c2cc3c(-c4ccc(OC)c(OC)c4)nn(C)c3s2)cc1OC,-20%,.,16%,.,-0.8,4,6%,1,7%
CCc1ccc(NC(=S)Nc2cc(OC)c(NC(=O)C(C)C)cc2OC)cc1,-17%,-6,17%[57.1 µM],-1.6,-0.7,2,-1%,-21,12%[57.1 µM]
COc1cc(C(=O)ON=C2C(C)=CC(=O)C=C2C)cc(OC)c1OC,-12%,-11,?,0.0,-0.1,14,15%,6,6%[57.1 µM]
CC(C)OC(=O)CNc1n[nH]c(=S)[nH]c1=O,-12%,12,6%[57.1 µM],-0.8,0.2,2,-6%,-6,-6%
CCOC(=O)c1ccc(NC(=O)c2cc3c(=O)n(C)c4ccccc4c3n2C)cc1,-18%,.,26%,0.5,0.0,-3,-6%,0,3%
Cc1ccc(NC(=O)C2CCCN2S(=O)(=O)c2ccc3c(c2)CCC(=O)N3)cc1Cl (stereo not given),-13%,-3,19%,-1.9,-0.9,25,2%,-2,-1%
NC1(C#Cc2ccc3oc(=O)c(-n4cc(C5(O)CCCCC5)nn4)cc3c2)CCCCC1,-27%,.,3%[57.1 µM],.,.,.,8%,-4,12%[57.1 µM]
COc1ccccc1-n1c(SCC(=O)NC(C)(C)C)nc(O)c(Cc2ccccc2)c1=O,-4%,-5,7%,-0.8,0.4,2,5%,-7,5%
CC1CCN(C(=O)COC(=O)CCC(=O)c2cccs2)CC1,-13%,24,-10%,-0.1,0.1,5,-3%,1,-7%
O=C(NCc1ccccc1F)C1CCN(C(=O)c2sccc2-n2cccc2)CC1,-1%,.,21%,.,-0.1,1,3%,2,-3%
O=C(/C=C/c1ccccc1)N1CCN(Cc2cc(=O)n3nc(-c4ccccc4)sc3n2)CC1,-7%,.,24%[57.1 µM],13,-0.4,2,1%,-3,3%[57.1 µM]
COc1cc(C2c3c(-c4cc(Cl)c(C)cc4O)n[nH]c3C(=O)N2Cc2cccnc2)ccc1O (stereo not given),-23%,-4,2%,0.2,0.0,4,?,0,-2%
Cc1c(CC(=O)Nc2ccc(Cl)cc2)sc2ccc(Cl)cc12,-26%,29,31%,-0.1,0.3,-7,-3%,0,5%
Cc1[nH]n(-c2ccccc2)c(=O)c1/C=N/N(C)c1ccccc1,-23%,-15,-7%,-1.3,-0.2,-2,4%,-17,-7%
CN(c1ccc(C(=O)NCCSC(C)(C)C)cc1)S(=O)(=O)c1ccccc1,-16%,-18,0%,-0.4,-0.9,-1,1%,2,-6%
COc1ccc(OCc2cccc(C(=O)Nc3cc(C)on3)c2)cc1,-21%,-11,7%,1.0,-0.2,-1,1%,-2,-8%
CC(=O)Nc1ccc(S(C)(=O)=O)c(C)c1,0%,-8,-15%,-0.1,0.2,2,-5%,8,-14%
CCOC(=O)CC(=O)Nc1ccc(Br)cc1C(=O)O,-1%,-4,8%[57.1 µM],-0.1,0.7,-6,8%,-4,15%[57.1 µM]

# Some of the entries so far, bar-delimited:
molecule | USP1 inh | D2 antagonist | TrxR1 inh | D2 agonist | TRHR ag | TRHR enhancer | IDH1 R132H inh | PI4K2A block | TrxR1 substrate
O=C(NCc1ccccc1F)C1CCN(C(=O)c2sccc2-n2cccc2)CC1 | -1% | . | 21% | . | -0.1 | 1 | 3% | 2 | -3%
O=C(/C=C/c1ccccc1)N1CCN(Cc2cc(=O)n3nc(-c4ccccc4)sc3n2)CC1 | -7% | . | 24%[57.1 µM] | 13 | -0.4 | 2 | 1% | -3 | 3%[57.1 µM]
COc1cc(C2c3c(-c4cc(Cl)c(C)cc4O)n[nH]c3C(=O)N2Cc2cccnc2)ccc1O (stereo not given) | -23% | -4 | 2% | 0.2 | 0.0 | 4 | ? | 0 | -2%
Cc1c(CC(=O)Nc2ccc(Cl)cc2)sc2ccc(Cl)cc12 | -26% | 29 | 31% | -0.1 | 0.3 | -7 | -3% | 0 | 5%
Cc1[nH]n(-c2ccccc2)c(=O)c1/C=N/N(C)c1ccccc1 | -23% | -15 | -7% | -1.3 | -0.2 | -2 | 4% | -17 | -7%
CN(c1ccc(C(=O)NCCSC(C)(C)C)cc1)S(=O)(=O)c1ccccc1 | -16% | -18 | 0% | -0.4 | -0.9 | -1 | 1% | 2 | -6%

# (list continues)
SMILES,USP1 inh,D2 antagonist,TrxR1 inh,D2 agonist,TRHR ag,TRHR enhancer,IDH1 R132H inh,PI4K2A block,TrxR1 substrate
CC(=O)c1ccc(OC(=O)Cc2cccc3ccccc23)cc1,-15%,16,17%,0.4,0.0,6,0%,1,-1%
O=C(C1=COCCO1)N1CCN(S(=O)(=O)c2cccc(Br)c2)CC1,-9%,.,15%,.,0.0,7,-9%,0,1%
CC(=O)CCc1c(C)c2cc(C)ccc2[nH]c1=O,-12%,6,-3%[57.1 µM],0.0,-1.1,3,-1%,4,10%
Clc1ccccc1CN1CCN(/N=C/C=C\c2ccco2)CC1,-3%,-7,23%[57.1 µM],1.2,-1.0,6,29%,-4,-9%
C/C=C/c1ccc(OCC(=O)Nc2cc(C(F)(F)F)ccc2N2CCOCC2)c(OC)c1,-13%,.,-11%,.,0.6,4,4%,5,-6%
CSCCC(NS(=O)(=O)c1ccc(F)cc1)C(=O)NCc1ccc(S(N)(=O)=O)cc1 (stereo not given),-19%,8,14%,2.0,0.6,3,-5%,3,7%
Nc1nnc(SCC(=O)NNC(=O)c2ccc(Cl)cc2)s1,1%,6,4%,0.5,0.9,14,-18%,-4,-2%
O=C(NC(=S)Nc1ccc2[nH]c(=O)[nH]c2c1)c1cc(Br)ccc1Cl,-16%,23,15%,0.3,-0.4,1,6%,-1,6%
O=C(NC1CCc2ccccc21)c1cc(COc2c(F)cccc2F)on1 (stereo not given),-16%,-7,13%,1.1,0.7,1,4%,2,1%
CC(C)N(C(=O)CN1CCC(c2nc3ccccc3[nH]2)CC1)C(C)C,-1%,0,38%[activator],0.3,0.4,-2,7%,-8,6%
O=C1c2ccccc2CC1Sc1nnc(-c2ccncc2)o1 (stereo not given),-6%,7,?,0.2,-0.5,-5,-8%,3,-4%
